Screening results as filed in PubChem BioAssay.
Cav3 T inh: Cav3.2 calcium influx blockers – cell-based, Fluo-4 calcium fluorescence, FDSS, MLSMR library, primary screen; Voltage-dependent T-type calcium channel subunit alpha-1H (Homo sapiens), O95180; Cav3.2-expressing cells; active compounds read low; B-score at 10 µM; hit rate 4% among 100,000; AID 449739, 2010;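 active = single-dose well whose peak fluorescence ratio is a statistical outlier from its plate by either plate-standardised score or position-corrected B-score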
Target sequence (O95180 whole entry, looked up): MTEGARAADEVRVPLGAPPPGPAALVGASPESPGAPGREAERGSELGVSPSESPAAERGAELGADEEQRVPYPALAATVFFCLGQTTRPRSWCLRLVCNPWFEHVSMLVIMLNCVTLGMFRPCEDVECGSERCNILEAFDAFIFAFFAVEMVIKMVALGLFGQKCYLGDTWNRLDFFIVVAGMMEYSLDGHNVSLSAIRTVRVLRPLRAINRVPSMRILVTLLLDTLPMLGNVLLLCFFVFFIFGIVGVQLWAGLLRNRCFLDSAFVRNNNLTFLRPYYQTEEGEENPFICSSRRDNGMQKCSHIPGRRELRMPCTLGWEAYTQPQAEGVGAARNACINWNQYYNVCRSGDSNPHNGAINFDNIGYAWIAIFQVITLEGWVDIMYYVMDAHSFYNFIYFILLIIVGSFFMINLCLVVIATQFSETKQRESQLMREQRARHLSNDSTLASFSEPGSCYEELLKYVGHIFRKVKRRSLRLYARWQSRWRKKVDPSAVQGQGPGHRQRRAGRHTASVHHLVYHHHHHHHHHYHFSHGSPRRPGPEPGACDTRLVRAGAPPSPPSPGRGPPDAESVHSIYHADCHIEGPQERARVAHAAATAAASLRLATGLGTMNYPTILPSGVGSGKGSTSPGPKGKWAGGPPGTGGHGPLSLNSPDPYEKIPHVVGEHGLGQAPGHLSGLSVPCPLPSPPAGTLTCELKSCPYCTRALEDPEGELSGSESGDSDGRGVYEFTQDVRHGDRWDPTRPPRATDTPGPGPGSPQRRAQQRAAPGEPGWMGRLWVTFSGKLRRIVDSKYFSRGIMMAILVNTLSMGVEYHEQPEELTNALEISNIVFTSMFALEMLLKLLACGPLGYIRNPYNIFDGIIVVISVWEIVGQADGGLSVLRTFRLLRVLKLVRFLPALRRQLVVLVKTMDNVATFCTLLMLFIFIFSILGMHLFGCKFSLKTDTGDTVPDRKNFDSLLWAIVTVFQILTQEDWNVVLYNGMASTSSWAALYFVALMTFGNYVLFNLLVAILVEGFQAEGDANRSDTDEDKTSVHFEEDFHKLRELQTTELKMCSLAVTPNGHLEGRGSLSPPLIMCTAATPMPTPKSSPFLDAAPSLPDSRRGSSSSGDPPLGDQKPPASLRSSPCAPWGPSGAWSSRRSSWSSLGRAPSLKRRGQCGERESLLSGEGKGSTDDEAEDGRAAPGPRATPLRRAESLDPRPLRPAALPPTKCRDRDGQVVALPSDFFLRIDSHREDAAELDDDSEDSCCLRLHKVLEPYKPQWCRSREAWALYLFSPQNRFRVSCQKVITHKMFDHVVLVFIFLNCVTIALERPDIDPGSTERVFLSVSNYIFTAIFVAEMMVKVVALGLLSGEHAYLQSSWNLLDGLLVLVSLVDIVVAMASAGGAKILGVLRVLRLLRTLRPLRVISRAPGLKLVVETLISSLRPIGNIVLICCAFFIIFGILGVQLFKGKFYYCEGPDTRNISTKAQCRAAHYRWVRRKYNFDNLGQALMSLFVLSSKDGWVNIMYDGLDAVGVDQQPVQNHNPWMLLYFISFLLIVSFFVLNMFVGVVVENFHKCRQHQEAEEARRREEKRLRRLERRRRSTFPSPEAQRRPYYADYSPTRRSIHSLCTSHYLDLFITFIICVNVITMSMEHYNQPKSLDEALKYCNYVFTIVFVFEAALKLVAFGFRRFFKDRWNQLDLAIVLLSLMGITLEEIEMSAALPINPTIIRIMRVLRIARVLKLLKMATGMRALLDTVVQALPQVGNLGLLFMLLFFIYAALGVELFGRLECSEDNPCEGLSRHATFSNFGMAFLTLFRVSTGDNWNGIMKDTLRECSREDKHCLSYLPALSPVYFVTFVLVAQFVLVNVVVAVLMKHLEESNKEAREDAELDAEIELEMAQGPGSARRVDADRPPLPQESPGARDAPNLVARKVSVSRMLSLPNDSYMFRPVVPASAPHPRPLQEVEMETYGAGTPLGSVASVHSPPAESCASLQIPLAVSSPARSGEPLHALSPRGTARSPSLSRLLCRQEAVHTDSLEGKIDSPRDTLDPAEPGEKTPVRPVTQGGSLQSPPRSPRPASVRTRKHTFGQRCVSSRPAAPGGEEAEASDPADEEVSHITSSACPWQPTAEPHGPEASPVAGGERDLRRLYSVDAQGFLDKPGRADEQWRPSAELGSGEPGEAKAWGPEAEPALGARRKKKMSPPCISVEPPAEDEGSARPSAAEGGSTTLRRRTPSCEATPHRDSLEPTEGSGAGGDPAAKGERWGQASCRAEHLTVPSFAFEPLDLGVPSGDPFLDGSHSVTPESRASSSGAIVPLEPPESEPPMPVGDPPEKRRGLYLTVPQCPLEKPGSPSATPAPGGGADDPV
The depositor's hits bear a star. Only part of the results is shown, so the mix of outcomes need not match the whole.

SMILES	Cav3 T inh
Cc1ccsc1C(=O)Nc1ccc(C(=O)O)cc1	1.1
Cc1ccc(Nc2nc(-c3sc(NC(=O)c4ccc([N+](=O)[O-])cc4)nc3C)cs2)cc1	0.2
COc1ccc(C)cc1S(=O)(=O)N(C)CC(=O)N1CCN(C)CC1	-0.19
O=C(CCSc1ccc(Cl)cc1)N1CCCCCC1	-2.6
S=C(c1ccc(Br)cc1)N1CCN(Cc2ccccc2)CC1	-1.1
CCc1ccc(NC(=O)CN(c2ccc3c(c2)OCO3)S(=O)(=O)c2c(C)noc2C)cc1	-0.16
CCC1=C2CC[C@H]3C(=O)N(CC(=O)OC)C(=O)[C@H]3[C@H]2[C@@]2(C)C(=NCC(=O)OC)OC(=O)N2C1=O	0.41
CCCC(=O)Nn1cnc2c(c1=O)C1(CCCCC1)Cc1ccccc1-2	-1.5
COc1cc(/C=N\NC(=O)CN2CCOCC2)ccc1OCC(=O)Nc1ccc(C)c(C)c1	1.4
CC(C)(C)c1ccc(S(=O)(=O)N2CCCCC2C(=O)NCc2ccccn2)cc1 (stereo not given)	-1.3
COC(=O)C1CSC(C(=O)OC)N1C(=O)Nc1ccc(Cl)c(Cl)c1 (stereo not given)	0.3
Cc1ccc2c(c1)NC(=O)C(CC(=O)NCCN(C)C)O2 (stereo not given)	0.63
CCOc1nnc(C)c2c(C)n(-c3cccc(Cl)c3)nc12	-0.16
Cn1c(SCC(=O)c2ccc3c(c2)OCO3)nnc1-c1ccccn1	2
CC(C)n1nnnc1SCC(=O)Nc1ccccc1N1CCOCC1	0.17
COc1ccc(-c2ccc3oc(-c4ccc(OC)cc4)c(C#CC4(O)CCCCC4)c3c2)cc1	-0.028
CCCOC(=O)c1ccc(NC(=O)Oc2ccccc2)cc1	-0.68
COc1cc(Nc2cc(C)nc3nc(C)nn23)cc(OC)c1OC	0.061
CCCc1nc2ccccc2c2nc(N)nn12	0.63
CC(C(=O)O)n1c(C(F)(F)F)nc2ccccc21 (stereo not given)	0.4
CCOC(=O)c1cccc(NC(=O)c2c(NCc3ccccc3)[nH]c(=O)[nH]c2=O)c1	-0.41
Cc1ccc(S(=O)(=O)N2CCN(C(=O)c3c(C)nn(-c4ccccc4)c3Cl)CC2)cc1	-0.77
C=CCn1c(Cc2ccc(OCC)cc2)nnc1SCC(N)=O	1.1
O=C(NCCCN=C1NS(=O)(=O)c2ccccc21)c1ccc(S(=O)(=O)N2CCOCC2)cc1	0.14

4 entries from above, set out differently.
molecule | Cav3 T inh
CC(C(=O)O)n1c(C(F)(F)F)nc2ccccc21 (stereo not given) | 0.4
CCOC(=O)c1cccc(NC(=O)c2c(NCc3ccccc3)[nH]c(=O)[nH]c2=O)c1 | -0.41
Cc1ccc(S(=O)(=O)N2CCN(C(=O)c3c(C)nn(-c4ccccc4)c3Cl)CC2)cc1 | -0.77
C=CCn1c(Cc2ccc(OCC)cc2)nnc1SCC(N)=O | 1.1

New compounds follow:
SMILES	Cav3 T inh
CC(C)NC(=O)C1CCN(C(=O)c2ccc(-c3ccccc3)cc2)CC1	0.025
CC(C)c1nc2ccc(C(=O)O)cc2[nH]1	0.52
Cc1sc(NC(=O)c2ccco2)c(CN2CCC(C)CC2)c1C	-5.2*
COc1ccc(C2CC(c3ccc(Cl)cc3Cl)n3nc(N)nc3N2)cc1 (stereo not given)	-1.3
CCOC(=O)C1=C(c2ccccc2)O/C(=C(/C(=O)OC)C(F)(F)F)S1	-0.14
CCCC(=O)Nc1ccc2c(c1)nc1n2CCSC1	-0.28
Cc1cc(-c2csc(N)n2)c(C)n1CCc1ccccc1	-2.9
Cc1ccc(-n2nnnc2C(Cl)(Cl)c2nnnn2-c2ccc(C)cc2)cc1	0.66
CC(C)CN(CC(C)C)C(=O)CC(=O)NC(=O)c1ccc(Cl)cc1	-0.41
Cc1ccc(C(=O)NCc2ccco2)cc1S(=O)(=O)Nc1cccc(C)c1C	0.59
Cc1ccc(C)c(NS(=O)(=O)c2ccc(OCC(=O)N3CCOCC3)cc2)c1	-0.9
Cc1nn(C2CCS(=O)(=O)C2)c(Cl)c1/C=C/C(=O)OCC(=O)Nc1ccccc1OC(F)F (stereo not given)	0.052

Gathered by group, those above with four or more nitrogen atoms (13)
SMILES	Cav3 T inh
Cc1ccc(Nc2nc(-c3sc(NC(=O)c4ccc([N+](=O)[O-])cc4)nc3C)cs2)cc1	0.2
COc1cc(/C=N\NC(=O)CN2CCOCC2)ccc1OCC(=O)Nc1ccc(C)c(C)c1	1.4
CCOc1nnc(C)c2c(C)n(-c3cccc(Cl)c3)nc12	-0.16
Cn1c(SCC(=O)c2ccc3c(c2)OCO3)nnc1-c1ccccn1	2
CC(C)n1nnnc1SCC(=O)Nc1ccccc1N1CCOCC1	0.17
COc1cc(Nc2cc(C)nc3nc(C)nn23)cc(OC)c1OC	0.061
CCCc1nc2ccccc2c2nc(N)nn12	0.63
CCOC(=O)c1cccc(NC(=O)c2c(NCc3ccccc3)[nH]c(=O)[nH]c2=O)c1	-0.41
Cc1ccc(S(=O)(=O)N2CCN(C(=O)c3c(C)nn(-c4ccccc4)c3Cl)CC2)cc1	-0.77
C=CCn1c(Cc2ccc(OCC)cc2)nnc1SCC(N)=O	1.1
O=C(NCCCN=C1NS(=O)(=O)c2ccccc21)c1ccc(S(=O)(=O)N2CCOCC2)cc1	0.14
COc1ccc(C2CC(c3ccc(Cl)cc3Cl)n3nc(N)nc3N2)cc1 (stereo not given)	-1.3
Cc1ccc(-n2nnnc2C(Cl)(Cl)c2nnnn2-c2ccc(C)cc2)cc1	0.66

New compounds follow.
SMILES	Cav3 T inh
COc1cccc(Cn2nnc(C(=O)NCc3ccc(F)cc3)c2N)c1	-3.6
Cc1cc(C)cc(Oc2cc(NC(=O)c3cn(C)nc3C)cc([N+](=O)[O-])c2)c1	-1
CCCn1c(=N)c(C(=O)NC2CCCC2)cc2c(=O)n3cccc(C)c3nc21	-1.2
CCCCSc1nc2sc3c(c2c(=O)[nH]1)CCC3	0.061
Cn1c(C(=O)OC(C(=O)NCc2ccco2)c2ccncc2)cc2sccc21 (stereo not given)	0.53
Cc1cc(C(=O)Nc2sc3c(c2C#N)CCCCC3)cs1	-0.098
C=CCc1c(C)nc(N)[nH]c1=O	1.7
CC1CC(C)CN(CC(C)(C)NS(=O)(=O)c2ccc(Cl)cc2)C1 (stereo not given)	-0.017
CC1CCN(C(=O)C2CCCN(S(C)(=O)=O)C2)CC1 (stereo not given)	0.049
CCCCN1CC[C@H]2C=CC[C@@H](C(=O)Nc3ccc(Cl)c(C(F)(F)F)c3)[C@H]2C1=O	-1.7
Cc1nnc(SCC(=O)c2cc(C)n(-c3ccc4c(c3)OCO4)c2C)s1	-2.2
CN1CC=C2C(C#N)=C(N)C(C#N)(C#N)[C@H](c3cccs3)[C@H]2C1	-3
C#CCNC(=O)C1=C[C@H](c2ccc3c(c2)OCO3)C[C@H](OCc2ccc(CO)cc2)O1	-0.81
CCOC(=O)CC1C(=O)NCCN1C(=O)c1c(F)cccc1F (stereo not given)	-0.55
CS(=O)(=O)N1CCC(C(=O)Nc2ccc(OCc3ccccc3)cc2)CC1	0.33
CCOC(=O)CCC(NC(=O)c1ccc(NCN2C(=O)c3ccccc3C2=O)cc1)C(=O)OCC (stereo not given)	0.52
Cc1cccc(C)c1NC(=O)CSc1nnc(-c2ccccc2)n1Cc1ccc2c(c1)OCO2	-6.2*
Cc1oc(C(=O)O)cc1COc1ccccc1Cl	0.057
N#Cc1c(Sc2ncc(C(F)(F)F)cc2Cl)nsc1C/C=N\OCc1c(F)cccc1Cl	-0.48
O=C(NCCc1ccc(Cl)cc1)c1ncn[nH]1	0.8
CCCCCOC(=O)C1[C@H]2C(=O)N(Cc3cccs3)C[C@]23C=C[C@H]1O3 (stereo not given in full)	1.7
NS(=O)(=O)c1ccc(NC(=O)CSC2CCCCC2)cc1	0.64
C=CCN1C(=O)NC2(CCCCC2)C1=O	0.14
COc1ccc(N2C(=O)CN=C2Nc2nc(C)cc(C)n2)cc1	0.22
CCC(C)NC(=O)N[C@@H](CCSC)C(=O)OC (stereo not given in full)	0.78
COc1ccc(N2CCN(CCNC(=O)Nc3ccc(Cl)cc3)CC2)cc1	1.6
COc1ccc(N2CCN(CCCn3c(=S)[nH]c4ncccc4c3=O)CC2)cc1	1.4
O=C(O)CCc1ncc(C(F)(F)F)cc1Cl	0.18
O=C(NC1CCCC1)C1CCCN1C(=O)Nc1ccc(Cl)cc1 (stereo not given)	0.94
CC(=O)N(C(C)=O)c1c(C#N)c(C)n(-c2ccccc2)c1C(=O)c1ccccc1	0.66
CC(C)C[C@H](NC(=O)c1nc[nH]c1C(=O)NCCCCCNC(=O)OC(C)(C)C)C(=O)OC(C)(C)C	-3.1
Cc1nn(C)c(C)c1S(=O)(=O)N(CC(=O)N1CCc2ccccc21)c1ccc(C(C)C)cc1	0.42
Cc1cccc(NC(=S)N/N=C/c2ccc(Cl)c([N+](=O)[O-])c2)c1	0.22
CN(C)S(=O)(=O)c1ccc(-c2cn3ccccc3n2)cc1	1.7
O=S1(=O)CC(N2CCCCC2)C(N2CCCCC2)C1 (stereo not given)	-0.042
COc1ccc(-c2csc3nc(C)n(-n4cccc4)c(=O)c23)cc1	-0.054
CNC(=O)c1[nH]cnc1C(=O)N[C@@H](C)C(=O)OC(C)(C)C	1
CCN(CC)CCCNc1nc(-c2ccccc2)nc2ccccc12	0.4
C/C=C(/C)C(=O)Nc1cccc(C2=NOC3(C2)C[C@@H](C(N)=O)N(C(=O)/C=C/CC)C3)c1 (stereo not given in full)	0.37
COC(=O)C1C(O)=CC(=O)CC1C (stereo not given)	0.026
CCOC(=O)C1=C(C)OC(N)=C(C#N)C1c1cc(Cl)c(OCC(N)=O)c(OC)c1 (stereo not given)	-0.13
O=C(O)C[C@H]1c2cc(C(F)(F)F)ccc2S(=O)(=O)N1C1CCCCC1	1
Cc1ccc2cc(CN(CCN3CCOCC3)C(=O)NCc3ccccc3)c(=O)[nH]c2c1C	0.62
CN(C)CCCOc1nc2c(c(=O)n(C)c(=O)n2C)n1C	-0.24
C=CCn1c(Cc2csc(N)n2)nnc1SCc1ccc(C(=O)OC)cc1	1.5
Cc1c(NC(=O)c2coc(=O)c(Br)c2)c(=O)n(-c2ccccc2)n1C	1.3
CC(C)NS(=O)(=O)c1ccc(NC(=O)CCc2ccccc2)cc1	0.26
CCOCCc1nnc(NC(=O)Cc2ccccc2)s1	-0.018
O=C(Nc1ccccc1N1CCOCC1)c1ccc2ccccc2n1	0.54
Fc1ccc(-c2nnc3ccc(N4CCc5ccccc5C4)nn23)cc1	0.72
CCN(CC)c1ccc(NC(=O)c2ccc(NC(=O)C3CCCO3)cc2)c(C)c1 (stereo not given)	2.6
CCCCNC(=O)C1CCCN1C(=O)Nc1ccccc1 (stereo not given)	-0.34
C=CCNC(=O)CC(=O)N/N=C/c1ccc(C(=O)OC)cc1	0.58
CCOC(=O)c1ccc(CNC(=O)C(Cc2c[nH]c3ccccc23)NC(C)=O)o1 (stereo not given)	0.16
CCOC(=O)c1c(C)[nH]c2ccc(O)cc12	-0.02
Cn1c(CSc2nc3ccccc3s2)nnc1SCC(=O)NCc1cccnc1	0.18
FC(F)(F)c1ccc(CN2C[C@@H]3C(c4ccccc4)C4(c5ccccc5)CC3(C4)[C@H]2c2ccccc2)cc1 (stereo not given in full)	-0.12
Cc1ccc(Cl)cc1NC(=O)CSC(N)=O	-4.1
CCc1nnc(NC(=O)CSc2nnnn2C)s1	-0.031
O=C(Nc1ccc(OC(=O)c2ccncc2)cc1)c1ccncc1	1
Next section.
SMILES	Cav3 T inh
CCn1c(C(C)NC(C)=O)nc2ccccc21 (stereo not given)	0.9
O=C(CSc1nnc(CNC(=O)c2cccs2)o1)NC1CCCCC1	0.21
Cc1ccccc1NC(=O)NC1(C(=O)NCCCN2CCOCC2)CCCCC1	0.8
COc1c2occc2c(OC)c2c(=O)cc(C(F)(F)F)oc12	1.1
O=C1CSC(c2ccc(F)cc2)N1c1nnc(C23CC4CC(CC(C4)C2)C3)s1 (stereo not given)	0.26
O=c1c(-c2ccc(O)cc2)coc2cc(O)ccc12	0.93
Cc1ccc(-n2c(SCC(=O)Nc3cc(C)on3)nc3ccccc3c2=O)cc1	-1.6
COc1ccc(Cn2nnc3c(=O)[nH]c(C(=O)NCCc4ccc(F)cc4)nc32)cc1OC	0.79
C=CCNC(=O)C1CC=CCC1C(=O)O (stereo not given)	0.26
Cn1c(=O)c(-c2ccccc2)nc2ccccc21	0.31
O=C(C1CC(=O)N(C2CCCC2)C1)N1CCC(Cc2ccccc2)CC1 (stereo not given)	1.3
O=c1cc(CO)occ1OCc1ccccc1	0.88
COc1ccc(-n2c(=O)c3ccccc3n(Cc3ccc(F)cc3)c2=O)cc1OC	1.1
Cc1ccc(-n2c(Cc3cccn3C)nnc2SCC(=O)NC2CCCCC2)cc1	-1.8
COc1ccc(NC(=O)c2nc[nH]c2C(=O)N[C@H](C)c2ccccc2)cc1	0.7
COC(=O)COc1cccc2c(=O)n(CC(=O)N3CCCc4ccccc43)ccc12	0.42
CC(=O)Cc1nsc(NC(=O)C2Cc3ccccc3C(=O)O2)n1 (stereo not given)	-0.014
COc1ccccc1C(=O)NC(=S)N1CCCc2ccccc21	-1.3
COc1cc2ncnc(NCc3ccccc3)c2cc1OC	0.56
Cc1noc(/C=C/N(C)C)c1S(=O)(=O)N1CCN(c2ccccc2)CC1	-1.3
CCn1c(-c2cc(-c3ccc(OC(C)C)cc3)nc3ccccc23)n[nH]c1=S	-2.8
Cc1cccc(Cn2c(C(C)O)nc3ccccc32)c1 (stereo not given)	0.13
CCC(=O)N1CCc2cc(S(=O)(=O)NCCC(=O)N3CCN(Cc4ccccc4)CC3)ccc21	1.2
COc1cc(/C=C\C(=O)NCc2ccc3c(c2)cc(C)n3C)cc(OC)c1OC	-0.28
O=C(CN1CCN(S(=O)(=O)c2ccccc2)CC1)Nc1cccc(C(F)(F)F)c1	-7.7*
Cc1ccccc1OC(=O)n1c(=S)oc2cc(Cl)ccc21	-0.79
COc1ccc(CN2CCN(S(=O)(=O)c3ccccc3)CC2)c(OC)c1	-0.021
CCCc1cc(=O)n2[nH]c(-c3ccc(Br)cc3)cc2n1	-0.76
CCOC(=O)C1CCCN(S(=O)(=O)c2ccc(OC)c3ccccc23)C1 (stereo not given)	-4*
O=C(Nc1cc(=O)c2ccccc2o1)N1CCOCC1	-0.58
CCCCn1c(=O)[nH]c(=O)c2c1nc(-c1ccc(-c3ccccc3Br)o1)n2CC	0.11
